# Compound activity as filed in PubChem BioAssay.
# S3 lipid droplet: qHTS Assay for Lipid Storage Modulators in Drosophila S3 Cells; 320,000 tested, 0.64% active; Drosophila S3 cells, BODIPY lipid droplet fluorescence, 18-24 h; cells fed with added oleic acid; lipid storage change, negative = inhibition, % at the top dose, mostly 46.1 µM; hits show Potency in µM; active means well fitted inhibition curve with a large enough effect in the signal ratio, with a control signal flat, not every such curve was filed as active; inconclusive means small, poorly fitted or top-dose-only effect, or effect the other way, or a change in a side signal; the % refers to the signal ratio
#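 Laser-scanning cytometry quantifies lipid droplet accumulation (500–530 nm total intensity; droplet/cell object ratio) in oleic acid-fed (400 uM added) Drosophila S3 cells treated with a concentration series. 20 uM Triacsin C defined 100% inhibition.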
# S3 lipid droplet cell count max: second read-out of S3 lipid droplet, no call of its own (marks repeat the call); cell number change, %; measured here: cell count max response;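 cells counted by Cell Tracker Red CMTPX staining in the red channel; peak over a dose series mostly up to 46.1 µM; percent activity relative to internal control wells on each plate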
# An asterisk follows results filed as active; i = inactive; u = inconclusive; x = not tested or not shown; [ ] = dose if it differs, or a comment. On the % scale 0 is the no-effect control and ±100 the full control effect; potency means the concentration at half of the fitted maximal effect. Not all compounds are listed. The share of hits here may be higher or lower than overall.
# The opening 4 compounds, ahead of the listing:
nr | SMILES | S3 lipid droplet cell count max | S3 lipid droplet
1 | O=[N+]([O-])c1ccc(N2CCN(CCOCCO)CC2)c([N+](=O)[O-])c1 | -4 | 29%
2 | O=C(CN1c2cccc3cccc(c23)S1(=O)=O)N1CCN(c2ccc(F)cc2)CC1 | 8 | -19%
3 | COc1cccc(C2CC(c3cccc(Br)c3)n3nc(N)nc3N2)c1 (stereo unspecified) | x | u
4 | O=C(Nc1ccc(CN2CCOCC2)cc1)c1ccc(-c2ccc(Cl)cc2Cl)o1 | 1 | 6%

# Results, previewed entries included:
nr | SMILES | S3 lipid droplet cell count max | S3 lipid droplet
1 | O=[N+]([O-])c1ccc(N2CCN(CCOCCO)CC2)c([N+](=O)[O-])c1 | -4 | 29%
2 | O=C(CN1c2cccc3cccc(c23)S1(=O)=O)N1CCN(c2ccc(F)cc2)CC1 | 8 | -19%
3 | COc1cccc(C2CC(c3cccc(Br)c3)n3nc(N)nc3N2)c1 (stereo unspecified) | x | u
4 | O=C(Nc1ccc(CN2CCOCC2)cc1)c1ccc(-c2ccc(Cl)cc2Cl)o1 | 1 | 6%
5 | Cc1cc(Nc2ncc(Cl)cc2Cl)n[nH]1 | x | u
6 | COCCC(=O)N1CCC(Oc2ccc(C(=O)NCCc3cn[nH]c3)cc2)CC1 | x | u
7 | CCOc1ccc(OCC)c(NC(=O)C2CCCN(c3ncccn3)C2)c1 (stereo unspecified) | x | u
8 | COc1ccccc1S(=O)(=O)Cc1ccc(C(=O)NCC(OC)OC)o1 | x | u
9 | C=CCN1C(=O)OC2(CCCCC2)C1(C)O (stereo unspecified) | x | u
10 | COc1cc(OC)cc(-c2nc3ccccc3c(=O)n2OC(=O)c2ccc(Br)cc2)c1 | -1 | 22%
11 | CC(NC(=O)c1ccccc1NC(=O)c1ccco1)C(=O)O (stereo unspecified) | -1 | -1%
12 | Cc1c(Cl)cccc1NC(=O)CCCn1cnc([N+](=O)[O-])n1 | x | u
13 | O=C(COc1ccccc1)NC1CCSC1=O (stereo unspecified) | x | u
14 | CC(NC(=O)c1c(Cl)cnn1C)C1CCCO1 (stereo unspecified) | 13 | -5%
15 | CCOC(=O)CC(=O)CSc1[nH]c(=O)cc(C)c1C#N | x | u
16 | O=C(O)c1ccccc1-c1ccccc1C(=O)NCc1cccnc1 | x | u
17 | c1cnc2c(C3NCCc4c3[nH]c3ccccc43)cccc2c1 (stereo unspecified) | 0 | -16%
18 | CCOc1ccc(C(F)(F)F)cc1NC(=O)c1ccc(OC)c([N+](=O)[O-])c1 | -12 | 1%
19 | CC(=O)N1CCN=C1SCc1cccc(C)c1 | x | u
20 | CC(=O)Nc1ccc(NC(=O)CSCCc2ccccn2)cc1 | x | u
21 | Cc1ccc(NC(=O)CCc2c(C)nn(-c3ccc(N4CCCCC4)nn3)c2C)cc1 | x | i
22 | COc1ccc(CCNS(=O)(=O)CCNC(=O)c2ccccc2)cc1 | x | u
23 | O=C(O)c1ccc(-c2ccccc2Cl)o1 | x | u
24 | COC(=O)c1cccc(C#CC(NP(=O)(c2ccccc2)c2ccccc2)c2ccccc2)c1 (stereo unspecified) | x | u
25 | C/C(=N\N=C1\NC(=O)C(CC(=O)Nc2ccc(Cl)cc2)S1)c1ccco1 (stereo unspecified) | x | u
26 | COCCn1c(SCC(=O)Nc2cccc(F)c2)nc2c(c1=O)SCC2 | -7 | 25%
27 | Cc1ccc(S(=O)(=O)c2c(O)c3ccc(C(=O)O)cc3[nH]c2=O)cc1 | -5.9* | 12µM*
28 | COc1ccccc1C(=O)NCc1nnc(SCC(=O)Nc2nccs2)n1C | -2 | i
29 | Cc1ccccc1C(=O)NNC(=S)NC(=O)c1ccccc1 | -3 | -12%
30 | Cc1ccc(/C=C(\C#N)c2nn(-c3ccccc3)c(N)c2C#N)cc1 | x | u
31 | Fc1cc(F)c(C2SCCN2C(=S)Nc2cccc(C(F)(F)F)c2)c(F)c1 (stereo unspecified) | x | u
32 | CCOCCCNC(=O)CN1CCN(S(=O)(=O)c2ccc3c(c2)CCC3)CC1 | -3 | 5%
33 | CCCNC(=O)C1CCN(S(=O)(=O)c2c(C)noc2/C=C\c2ccc(OC)cc2)CC1 | x | u
34 | Cc1cccc(/C(N)=N/OC(=O)c2ccc3c(c2)OCO3)c1 | -4 | 2%
35 | CCCCn1c(N)c(N(CCOC)C(=O)c2cc(S(=O)(=O)N3CCCCC3)ccc2C)c(=O)[nH]c1=O | 14 | 14%
36 | O=C(O)c1ccccc1C(=O)c1ccc(Br)s1 | x | u
37 | O=C(Nc1ccc(N2C(=O)C3C4C=CC(C4)C3C2=O)cc1)Nc1cccnc1 (stereo unspecified) | x | u
38 | CC(=O)NC(CCS(C)(=O)=O)C(=O)Nc1nc(C)cs1 (stereo unspecified) | 9 | 6%
39 | COc1ccc(/C=C/C(=O)NCc2c(C)nn(C)c2C)cc1COc1ccc(Br)cc1 | x | u
40 | COc1ccc(CN2CC(C(=O)NCCc3ccc(C)cc3)CC2=O)cc1 (stereo unspecified) | 1 | 6%
41 | CCC1SC2=NC(C)=C(C(=O)OC)C(c3ccc(C(=O)OC)cc3)N2C1=O (stereo unspecified) | -1 | 13%
42 | O=C(O)c1ccccc1COc1ccccc1Cl | x | u
43 | Cc1cccc(-n2c(-c3csc(C(C)C)c3)n[nH]c2=S)c1 | x | u
44 | CCOC(=O)c1c(NC(=O)c2cccs2)sc2c1CCN(C(=O)OCC)C2 | x | u
45 | O=C(CCN1C(=O)C2C3C=CC(C4CC34)C2C1=O)Oc1ccccc1 (stereo unspecified) | 7 | 18%[9.22 µM]
46 | O=C(Nc1oc2ccccc2c(=O)c1-c1ccc(Br)cc1)c1ccco1 | x | u
47 | CC(=O)NCCCc1nc2ccccc2n1Cc1ccccc1C | x | u
48 | CC(=O)Nc1ccc(Oc2ccccc2)cc1 | 13 | 4%
49 | CCCn1c(SCC(=O)NCc2ccc(Cl)cc2)n[nH]c1=O | x | u
50 | O=C(NC1CCCCC1)C(c1cccs1)N(C(=O)Cc1c[nH]c2ccccc12)c1ccc(F)cc1 (stereo unspecified) | -14 | -21%
51 | CC(=O)c1ccc(OC(=O)c2nc(-c3ccccc3)oc2C)cc1 | 7 | i
52 | Cc1nc2c(cc1NC(=O)c1ccccc1)nc(C)n2Cc1ccccc1 | 0 | 0%
53 | O=C(CSc1nnc(-c2ccncc2)o1)NCc1ccccc1Cl | 12 | 20%
54 | CC(=O)Nc1ccc(S(=O)(=O)N2C3CCCC2CC(NC(=O)C2CCCCC2)C3)cc1 (stereo unspecified) | x | u
55 | Nc1c(Br)cc(Br)c(N2CCCC2=O)c1Br | x | u
56 | Nc1ccccc1OCP(=O)(c1ccccc1)c1ccccc1 | 9 | 7%
57 | COc1cc(C)nc(-c2csc(C)n2)n1 | 9 | 10%
58 | CCN(CC)S(=O)(=O)c1ccc(N2CCN(S(=O)(=O)c3ccc4c(c3)OCCO4)CC2)nc1 | x | u
59 | Cc1noc(C)c1S(=O)(=O)N1CCC(C(=O)N2CCN(C(=O)c3ccco3)CC2)CC1 | x | u
60 | CC(=O)Nc1ccc(NC(C)=O)c(NC2OCC(O)C(O)C2O)c1 (stereo unspecified) | -3 | 2%

# Whole records from above. Order of values: S3 lipid droplet cell count max | S3 lipid droplet
# O=C(CSc1nnc(-c2ccncc2)o1)NCc1ccccc1Cl across the screens: 12 | 20%
# CC(=O)Nc1ccc(NC(C)=O)c(NC2OCC(O)C(O)C2O)c1 (stereo unspecified) across the screens: -3 | 2%
# CC(=O)c1ccc(OC(=O)c2nc(-c3ccccc3)oc2C)cc1 across the screens: 7 | i
# CC(=O)Nc1ccc(S(=O)(=O)N2C3CCCC2CC(NC(=O)C2CCCCC2)C3)cc1 (stereo unspecified) across the screens: x | u
# O=C(NC1CCCCC1)C(c1cccs1)N(C(=O)Cc1c[nH]c2ccccc12)c1ccc(F)cc1 (stereo unspecified) across the screens: -14 | -21%

# Next results follow.
nr | SMILES | S3 lipid droplet cell count max | S3 lipid droplet
61 | N/C(=N\OC(=O)c1ccco1)c1cccnc1 | -16 | 6%
62 | CCC1CCCCN1CCCNC(=O)c1ccc2c(=O)n(Cc3ccc(OC)cc3)c(=O)[nH]c2c1 (stereo unspecified) | x | u
63 | COc1ccc(/C=N/NC(=O)C2c3ccccc3-c3ccccc32)cc1 | 3 | 0%
64 | COc1cccc(/C=C/C(=O)OCC(=O)NCCNC(=O)COC(=O)/C=C/c2cccc(OC)c2)c1 | x | u
65 | CCOC(=O)N1CCN(C(=O)c2ccc(NS(=O)(=O)c3ccc(F)cc3)cc2)CC1 | x | u
66 | CCn1c(SCC(=O)Nc2nncs2)nnc1C(C)NC(=O)c1ccccc1Br (stereo unspecified) | 21 | i
67 | CC1Sc2ccc(S(=O)(=O)CCC(=O)NCc3cccs3)cc2NC1=O (stereo unspecified) | x | u
68 | C(=C\c1ccco1)/c1ccc2ccccc2n1 | 6 | 1%
69 | COc1cccc(C(=O)N2CCN(Cc3nc(CC4CC4)no3)CC2)c1 | 8 | -2%
70 | Cc1oc(-c2ccccc2)cc1C(=O)Nc1ccccc1 | x | u
71 | CCOC(=O)c1ccc(NS(=O)(=O)c2ccc3[nH]c(=O)[nH]c3c2)cc1 | x | i
72 | CCN(CC)S(=O)(=O)c1cccc(NC(=O)CN(C)Cc2cccc(OC)c2)c1 | x | u
73 | CCOC(=O)C(C(=O)Nc1nccs1)C1CCCCC1 (stereo unspecified) | 0 | 15%
74 | Cc1cccc(N=C2NC(=O)CS2)c1 | x | u
75 | O=C(CNC(=O)c1ccccc1)NCCc1nc2ccccc2[nH]1 | 8 | i
76 | Cc1cc(NC(=O)CN2CCOCC2)n(-c2nc3ccccc3s2)n1 | x | u
77 | O=c1c2cc(NC(=S)NCc3cccnc3)ccc2nc2n1CCCCC2 | x | u
78 | CC(=O)c1cccc(NC(=O)CN2CCc3cc4c(cc3C2)OCCCO4)c1 | 5 | 8%
79 | COc1cc2cc(CCOC(=O)CCCC(=O)O)oc(=O)c2cc1OC | x | u
80 | O=C(Nc1ccc(Cl)cc1Cl)Nn1cnnc1 | 1 | 4%
81 | COC(=O)c1sc(S(=O)(=O)N2CCN(c3ccccc3)CC2)c(C(=O)OC)c1C | x | u
82 | CN(C)C(=O)C1OC(C)(C)OC1C(=O)N(C)C (stereo unspecified) | x | u
83 | Cc1cc(NC(=O)COC(=O)c2ccc(S(=O)(=O)N3CCCc4ccccc43)cc2)no1 | -6 | 15%
84 | CCc1cc(=O)oc2c(C)c(OCC(=O)NCCCN3CCCC3=O)ccc12 | x | u
85 | COc1cccc2cc(-c3nnc(SCC(=O)Nc4nc(C)cs4)n3C)oc12 | x | u
86 | NC(=O)c1ccc(Oc2ccc(Cl)c3ccccc23)c([N+](=O)[O-])c1 | 0 | 12%
87 | CCc1ccc(N2CC(O)=C(c3nc4ccccc4c(=O)[nH]3)C2=N)cc1 | 17 | -5%
88 | CCC1Oc2ccccc2N(CC(=O)NCCCN2CCN(CC)CC2)C1=O (stereo unspecified) | x | u
89 | Cc1nc2ccc(S(=O)(=O)NC(C(=O)NCc3ccco3)C(C)C)cc2s1 (stereo unspecified) | x | u
90 | CCOC(=O)Cn1c(C(=O)OCC)cc2sccc21 | x | i
91 | O=S(=O)(/N=C(/Nc1ccccn1)c1ccccc1)c1ccc(F)cc1 | x | u
92 | CCN(CC)CCNc1nc(-c2ccc(OC)cc2)c(-c2ccc(OC)cc2)s1 | x | u
93 | Cc1sc2ncnc(OCC(=O)N3CC(=O)Nc4ccccc43)c2c1C | -15 | 0%
94 | CCOC(=O)C1=C(C)OC2(O)c3ccccc3C(=O)C12O (stereo unspecified) | x | u
95 | CC1CCN(CCNC(=O)CCS(=O)(=O)c2ccc(Br)cc2)CC1 | 12 | i
96 | O=C(O)C(c1ccccc1)N1CCCC1 (stereo unspecified) | 16 | 0%
97 | Cn1c2ccccc2c(=O)c2c(=O)n(C3CCCCC3)c(-c3cccs3)nc21 | x | u
98 | O=S(=O)(c1ccccc1)N(CC(O)CN1CCCCC1)c1ccccc1 (stereo unspecified) | 3 | 8%
99 | O=C(CSc1nc(-c2cccs2)cc(C(F)(F)F)n1)NCc1ccccc1 | x | u
100 | Cc1ccc([N+](=O)[O-])cc1S(=O)(=O)NCCc1c(C)[nH]c2ccccc12 | x | u
101 | COc1ccc2c(c1OC)C(=O)OC2Nc1nc(-c2cc3cc([N+](=O)[O-])ccc3oc2=O)cs1 (stereo unspecified) | -9 | 0%
102 | COc1ccc2cc(CCNC(=O)CC(C)(C)C)c(=O)[nH]c2c1 | -2 | -2%
103 | CC1CCN(CCCNC(=O)CN2C(=O)CSc3ccc(S(=O)(=O)N4CCCCC4)cc32)CC1 | x | u
104 | COc1ccc(C2(C)NC(=O)N(CC(=O)c3cc(C)n(C4CC4)c3C)C2=O)cc1OC (stereo unspecified) | x | u
105 | O=C(NC1CCCCC1)C(c1ccccc1F)N(C(=O)c1csnn1)C1CCCC1 (stereo unspecified) | x | u
106 | O=C(Nc1ccc(F)cc1F)c1cc(Cl)sc1Cl | 9 | -8%
107 | CCCC(=O)NC(=S)Nc1ccccc1F | x | 9%
108 | COc1ccc(COCC(O)CN2CCC(CN3C(=O)c4cccc5cccc(c45)C3=O)CC2)cc1OC (stereo unspecified) | x | u
109 | Cc1ccc(S(=O)(=O)NNC(=O)Nc2cccc3ccccc23)cc1 | x | u
110 | COc1ccc(C(C(=O)NC2CCCCC2)N(CC2CCCO2)C(=O)C2COc3ccccc3O2)cc1OC (stereo unspecified) | 10 | 3%
111 | COC(=O)c1ccc(Cn2c(O)c(N=O)c3ccccc32)o1 | x | u
112 | CCn1c(SCC(=O)Nc2cccc(OC)c2)nc2ccccc2c1=O | x | u
